Assay outcomes deposited in PubChem by PCMD.
Yeast eIF2B: eIF2B (yeast) activity modulation | S. cerevisiae eIF2B-epsilon R284H, GCN4-lacZ luminescence | inhibition, % at 25 µM (by protocol) | hit rate 0.91% among 27,000;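 active = mutant luminescence inhibited past about 50% while wild type luminescence and mutant growth stay under set limits, limit read from the data; inconclusive = mutant versus wild type luminescence inhibition gap past a set limit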; note: some compounds called inactive have numbers as strong as hits
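Assay system: yeast eIF2B-epsilon R284H mutant carrying GCN4–beta-galactosidase fusion / Buffer or medium: YPD / Incubation: 16 h growth with compound at 30 °C, 90 min Beta-Glo step / Detection: Beta-Glo luminescence after Z-buffer lysis, growth by 595 nm absorbance / Read-out: % inhibition of reporter signal and growth versus controls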
Yeast growth tox: Inhibits yeast growth, turbidity readout; hit rate 0.3% among 30,000; S. cerevisiae wild-type growth, A595 turbidity, 16 h; growth inhibition, % at 25 µM (by protocol);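 active = mutant and wild-type yeast strains alike exhibit over 30% growth inhibition; inconclusive = a strain exceeds 50% while the second remains under 30%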;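 note: 0% = untreated cell controls and 100% = YPD media blanks without cells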
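Schedule: 16 h growth with compound, 30 °C. System: yeast, wild-type or eIF2Bepsilon-R284H mutant. Doses: one dose, 25 µM compound[…]. Buffer or medium: YPD. Signal: turbidity measured as absorbance at 595 nm. Read-out basis: growth inhibition (%) versus cell controls and blanks.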
Yeast growth tox inhibition %: further read-out of Yeast growth tox, marked with its call; growth inhibition, %; S. cerevisiae eIF2Bepsilon-R284H mutant growth, A595 turbidity, 16 h;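 each compound tested once at 25 µM; 0% equals untreated cells and 100% equals cell-free medium blanks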
Yeast eIF2B mutant toxicity: recorded beside Yeast eIF2B, whose call it bears; growth inhibition, %; measured here: mutant yeast growth, toxicity;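 each compound tested once at 25 µM; zero equals untreated control growth and 100 equals blank medium absorbance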
An asterisk follows results filed as active; ? = inconclusive; nt = not tested or not shown. A portion of the library; rates above refer to the full screens.

Each structure is followed by: Yeast eIF2B mutant toxicity	Yeast eIF2B	Yeast growth tox	Yeast growth tox inhibition %
> COc1cccc(NC(=O)c2oc3ccccc3c2NC(=O)c2ccc3c(c2)OCO3)c1
→ -15	30	-34	-15
> COCCCNS(=O)(=O)c1ccc(OC)c(Cl)c1Cl
→ -21	9	7	-21
> Cc1ccc(OCc2nnc(SCc3ccc(C#N)cc3)n2-c2ccc(C)cc2)cc1
→ 6	9	-14	6
> Cc1cc2c(cc1C)N(C(=O)CSc1nncn1C)C(C)(C)c1ssc(=S)c1-2
→ nt	nt	-2	-15
> O=C(NCc1ccccc1)N1CCC(n2cnc3cc(F)ccc32)CC1
→ nt	-34	6	0
> O=C(NCCCCc1ccccc1)c1ccc(Br)o1
→ nt	36	-4	0
> COCCNC(=O)Cn1nc(C)c2ccccc2c1=O
→ 7	6	8	7
> O=S(=O)(Nc1ccc(S(=O)(=O)N2CCCCCC2)cc1)c1cccs1
→ 12	15	13	12
> CCSc1nnc(-c2cccnc2)n1-c1ccc(Cl)c(C)c1
→ 19	27	-3	19
> CC(C)c1ccc2c(c1)C1(NN=C(c3ccccc3)S1)C(=O)N2 (stereo unspecified)
→ 12	-2	7	12
> CCOC(=O)c1c(NC(=O)CSc2nnc(Cc3ccccc3)o2)sc(C(C)=O)c1C
→ nt	nt	9	10
> Nc1ccc(CN2CCCCCC2)cc1
→ nt	4	nt	nt
> CC1CCN(C(=O)c2ccc(COc3ccccc3Cl)o2)CC1
→ 10	19	3	10
> CCCCC(=O)NNC(=S)NC(=O)CCC
→ 17	26	-14	17
> O=S(=O)(c1ccccc1)N1CCN(S(=O)(=O)N2CCCCC2)CC1
→ -14	2	16	-14
> CC(=O)c1c(NCc2ccccc2)nc(=O)n(-c2ccccc2)c1C
→ -5	18	12	-5
> c1ccc(-c2nc(NCc3cccnc3)c3oc4ccccc4c3n2)cc1
→ nt	17	-4	0
> Clc1ccc2c(NCc3ccccn3)ncnc2c1
→ 10	8	13	10
> O=C(CSc1ccc2c(c1)OCCO2)Nc1ncc(Cl)cc1Cl
→ 16	20	16	16
> Cc1ccc(C(=O)Nc2ccc3c(c2)nc2n3CCSC2)cc1
→ 7	24	10	7
> c1ccc(N2CCN(c3ccccc3)C2c2cccnc2)cc1
→ 6	35	3	6
> CC(C)C[C@H](NC(=O)Nc1ccc(S(N)(=O)=O)cc1)C(=O)O
→ -7	-18	41	-7
> N=C1C(c2nc3ccccc3[nH]2)=C(O)CN1c1ccc(CC(=O)O)cc1
→ nt	nt	18	5
> CCn1c(SCC(=O)N2c3ccccc3CC2C)nnc1-c1ccco1 (stereo unspecified)
→ nt	16	7	0
> N#CCCSc1ncnc2c1oc1ccccc12
→ 19	26	17	19
> CCOC(=O)C1CCN(CC(=O)N2C(C)CCCC2C)CC1 (stereo unspecified)
→ nt	12	11	0
> O=c1[nH]c2ccc(Cl)cc2c(-c2ccccc2)c1SC(=S)N1CCOCC1
→ nt	nt	18	7
> Cc1cc(=O)[nH]c(SCC(=O)Nc2ccc(Br)cn2)n1
→ 3	3	4	3
> C/C(=N\S(=O)(=O)c1ccc(C)cc1)N1CCN(S(=O)(=O)c2ccccc2)C1C(C)C (stereo unspecified)
→ 25	13	14	25
> CSc1c(C#N)c(N)c(C#N)c2c1COC(C)(C)C2
→ nt	12	nt	nt
> COc1ccc(Cn2nnnc2C(c2ccccn2)N2CCN(c3cc(Cl)ccc3C)CC2)cc1 (stereo unspecified)
→ 2	-14	-5	2
> Cc1nn2cc(-c3ccccc3)nc2[nH]c1=O
→ -5	37	3	-5
> Cc1cc(C)n(-c2nc3ccccc3n3cnnc23)n1
→ -14	30	10	-14
> COC(=O)c1ccccc1NC(=O)C1CCN(S(=O)(=O)c2cc(C)ccc2OC)CC1
→ nt	nt	5	12
> CCCn1c(SCc2nc(-c3cccs3)no2)nnc1-c1ccncc1
→ nt	-6	8	0
> CCCNC(=O)Nc1ccc2c(c1)nc(C)n2C
→ 9	20	25	9
> CC/C(=N/Nc1ccccc1Cl)c1cnnc(-c2ccccc2)n1
→ -11	1	-17	-11
> Cc1cc2cc(C)c3nnc(SCC(=O)N4CCN(C(=O)c5ccco5)CC4)n3c2cc1C
→ -7	5	-6	-7
> O=C(NCC(=O)N(Cc1cccs1)C(C(=O)NC1CCCCC1)c1cccnc1)c1ccco1 (stereo unspecified)
→ nt	9	-7	0
> COC(=O)c1cc(Br)c(=O)n(-c2cccc(F)c2)c1
→ 14	-15	-69	14
> O=C1N/C(=N/N=C/c2ccccc2)SC1(c1ccccc1)c1ccccc1
→ 8	10	32	8
> Cc1cc(-c2ccccc2)nc(N(C)NC(=O)c2c(F)cccc2F)c1S(C)(=O)=O
→ 3	15	12	3
> CCN(CC)C(=O)CSc1nc2ncc(Br)cc2[nH]1
→ 7	-21	5	7
> CCOc1ccc(N2CC(C(=O)OC)CC2=O)cc1 (stereo unspecified)
→ -3	-6	24	-3
> CCCCNc1nc(-c2ccccc2)nc(-n2ccnc2)n1
→ nt	nt	7	14
> COc1ccc(C(=O)c2oc3nc(C)cc(C)c3c2N)cc1
→ 21	-20	5	21
> COc1ccc(NC(=O)Nc2cccc3cccnc23)cc1
→ 19	33	22	19
> COc1ccc(C2C=C(c3ccccc3)Nc3nnnn32)cc1 (stereo unspecified)
→ -8	48	-15	-8
> O=C(c1cccs1)N1CCC(c2nc3c(nnn3Cc3ccccc3)c(=O)[nH]2)CC1
→ 11	14	0	11
> CCOC(=O)c1nc(S(C)(=O)=O)ncc1Cl
→ 3	20	4	3

Next section.
Each structure is followed by: Yeast eIF2B mutant toxicity	Yeast eIF2B	Yeast growth tox	Yeast growth tox inhibition %
> CC1CC(=S)Nc2ccccc2S1 (stereo unspecified)
→ nt	12	nt	nt
> O=C1NCCN1Cc1ccc(F)cc1
→ 10	18	24	10
> CCCC(=O)Nc1ccc(NC(=O)c2ccccn2)cn1
→ 58	32	?	nt
> CCOC(=O)C1CCN(C(=O)CCN2C(=O)C3C4C=CC(C4)C3C2=O)CC1 (stereo unspecified)
→ nt	nt	40	21
> CCS(=O)(=O)NCCc1ccc(OC)c(OC)c1
→ 10	-39	20	10
> Cc1oc(-c2ccccc2)[n+]([O-])c1C
→ nt	12	0	0
> CCS(=O)(=O)N1CCC(C(=O)NCc2ccccn2)CC1
→ 16	17	13	16
> C/C=C/C(=O)OCC(=O)Nc1ccc(F)cc1Cl
→ -5	20	7	-5
> Cc1cc(NS(=O)(=O)c2ccc(NC(=O)c3cc4ccccc4o3)cc2)nc(C)n1
→ 8	-16	14	8
> Cc1ccc(-n2nc(C(=O)O)cc2-c2ccccc2)cc1
→ nt	nt	9	13
> CCc1nnc(NC(=O)c2nc3nccc(C)n3n2)s1
→ -23	18	10	-23
> O=C1Nc2ccccc2C(O)(C(=O)NC2CC2)N1c1ccc(Cl)c(Cl)c1 (stereo unspecified)
→ 4	-4	12	4
> COc1cccc(-n2nnc3c(=O)n(CC(=O)OCc4ccccc4)cnc32)c1
→ -8	-11	-1	-8
> Cc1ccn2c(C(=O)c3ccc(Cl)cc3)cnc2c1
→ 17	29	17	17
> Cc1cccc(OCc2nnc(NC(=O)Cc3cccs3)s2)c1
→ nt	9	nt	nt
> CCOc1ccc(NC(=O)CCC(=O)O)cc1
→ nt	nt	10	13
> O=C(Nc1ccccc1)Nc1nccs1
→ -14	-30	-13	-14
> Cc1cc(=O)n2[nH]c(C)c(-c3ccc(Cl)cc3)c2n1
→ -15	-12	-24	-15
> CC(C)(C#N)NC(=O)c1ccco1
→ -10	9	2	-10
> CCOC(=O)N1CCC(NS(=O)(=O)c2cc(Br)cnc2N)CC1
→ 8	26	2	8

Compound profiles, as listed above:
`O=C(Nc1ccccc1)Nc1nccs1` across the screens: Yeast eIF2B mutant toxicity = -14; Yeast eIF2B = -30; Yeast growth tox = -13; Yeast growth tox inhibition % = -14
`COc1cccc(-n2nnc3c(=O)n(CC(=O)OCc4ccccc4)cnc32)c1` across the screens: Yeast eIF2B mutant toxicity = -8; Yeast eIF2B = -11; Yeast growth tox = -1; Yeast growth tox inhibition % = -8

Continuation.
Each structure is followed by: Yeast eIF2B mutant toxicity	Yeast eIF2B	Yeast growth tox	Yeast growth tox inhibition %
> COC(=O)CSc1nnc(-c2ccc(S(=O)(=O)N3CCCC3)cc2)n1C
→ 11	25	15	11
> Cc1occc1-c1nnc(SCC(=O)Nc2ccc3c(c2)OCO3)n1CC1CCCO1 (stereo unspecified)
→ nt	nt	7	-7
> CC(=O)Nc1nc(SCCCc2ccccc2)n[nH]1
→ 4	15	33	4
> Cc1c(N=CC=Nc2c(C)n(C)n(-c3ccccc3)c2=O)c(=O)n(-c2ccccc2)n1C
→ -11	14	10	-11
> O=c1c(/C=C(\O)c2ccccc2)nc2ccccc2n1-c1ccccc1
→ 11	2	6	11
> Cc1ccc(S(=O)(=O)Nc2c(C)n(C)n(-c3ccccc3)c2=O)cc1C(=O)NCc1ccccn1
→ 18	19	18	18
> CCc1sc(C(=O)N2CCN(S(C)(=O)=O)CC2)cc1Br
→ nt	43	nt	nt
> Cc1ccc(C(=O)N/C(=C\c2cccs2)C(=O)NC2CCCCC2)cc1
→ 9	5	13	9
> O=C(CCCc1c[nH]c2ccccc12)N1CCCCCC1
→ -7	15	-6	-7
> CC(C)CCN(C(=O)Nc1ccccc1)C(C)c1cccs1 (stereo unspecified)
→ nt	nt	2	8
> Cc1ccc(S(=O)(=O)n2cnc3ccccc32)c(C)c1
→ nt	nt	14	9
> Cc1cccc(N2C(=O)CS/C2=N\NC(=O)c2ccc(Br)cc2)c1C
→ 3	15	5	3
> Cc1nc2ccccc2n1C(=O)N1CCOCC1
→ 31	8	-12	31
> CN1C(=O)CC2(CC(=O)N(Cc3ccccc3)C2)C1=O (stereo unspecified)
→ nt	61*	nt	nt
> CCC(C)NC(=O)CCS(=O)(=O)c1ccc(Br)s1 (stereo unspecified)
→ nt	nt	11	13
> Cc1cc(C)nc(SCNC(=O)c2ccc(F)cc2)n1
→ 5	42	10	5
> CCCNC(=O)Cn1cnc2sc(C(=O)N3CCN(c4ccc(F)cc4)CC3)c(C)c2c1=O
→ nt	nt	27	15
> CCCOc1ccc(/C=c2\sc3nc(-c4ccco4)nn3c2=O)cc1OCC
→ nt	17	-10	0
> O=C1[C@H]2[C@@H](C(=O)N1c1cc(Cl)cc(Cl)c1)[C@]1(C(=O)Nc3ccccc31)N1CCC[C@@H]21
→ 2	-10	2	2
> CCN(C(=O)CSc1nnc(Cn2nnc3ccccc32)o1)c1nc(C)cs1
→ 12	44	15	12
> N#Cc1ccccc1NC(=O)CC1CCCCC1
→ 16	8	12	16
> CCOc1ccccc1N(C(=O)CNC(=O)c1ccco1)C(C(=O)NC(C)(C)C)c1ccncc1 (stereo unspecified)
→ 10	1	5	10
> Cc1nn(Cc2ccccc2)c2c1C(c1ccc(Cl)cc1)C(C#N)=C(N)O2 (stereo unspecified)
→ nt	15	19	0
> CC(C)c1ccc(-c2c(C#N)c(N)nc(SCC(=O)N3CCCCC3)c2C#N)cc1
→ 14	5	3	14
> CC1CCCCN1S(=O)(=O)c1ccc(C(=O)Nc2nnc(-c3ccccc3Cl)o2)cc1 (stereo unspecified)
→ 15	27	16	15
> CCOC(=O)N1CCC(NC(=O)Cn2ncn3c(cc4sc(CC)cc43)c2=O)CC1
→ nt	5	-4	0
> COc1ccc(NC(=O)CC(=O)Nc2ccc(OC)cc2OC)c(OC)c1
→ -4	16	-15	-4
> COc1ccc(N2CCN(C(=O)c3ccc(C(C)(C)C)cc3)CC2)cc1
→ 8	17	-3	8
> COc1ccc(/C=C2\N=C3CCCCCN3C2=O)cc1OC
→ -5	8	8	-5
> O=C(N1CCN(c2cccc(Cl)c2)CC1)C1(S(=O)(=O)c2ccc(Cl)cc2)CC1
→ nt	nt	2	3
> COC(=O)c1ccc(COC(=O)CNC(=O)c2ccco2)cc1
→ 33	23	-6	33
> CCOc1ccc(C(=O)NCCCN(CC)CC)cc1
→ 26	-25	12	26
> Cc1nc2ccc(S(=O)(=O)NCC(=O)N3CCOCC3)cc2s1
→ -9	19	16	-9
> O=C(NCc1ccc2c(c1)OCO2)C1CC(c2cccc(Br)c2)=NO1 (stereo unspecified)
→ -9	22	4	-9
> Cc1c(Cl)cccc1-c1ccc(/C=N/n2cnnc2)o1
→ 18	14	4	18
> Cn1c(=O)c2c(nc(Oc3ccc4c(c3)OCO4)n2Cc2ccc(Br)cc2)n(C)c1=O
→ nt	57*	-42	-41
> O=C(COc1cccc(C(F)(F)F)c1)NCCCN1CCCC1=O
→ -32	-16	8	-32
> Cn1c(SCc2nc(-c3ccccc3)no2)nnc1-c1cccs1
→ nt	nt	-4	10
> CCC(=O)Nc1ccc(C(=O)Nc2cccc(OC)c2)cc1
→ 10	27	6	10
> CC/C(=N\O)c1ccc(O)c(OC)c1
→ -10	-10	1	-10
> Cc1ccc(NC(=O)CSc2ncn(-c3ccccc3)n2)cc1C
→ nt	10	nt	nt
> Cc1cccc(-n2nnc(C(=O)N3CCc4ccccc4C3)c2N)c1
→ nt	16	7	0
